GLP1R cytotox = cytotoxicity in counter-screen for GLP-1R inverse agonists; HEK293 cAMP-luciferase reporter cells, luminescence, 24 h; AID 624418; Potency, µM (titrated, usually from 38.3 µM), for the others: top-dose activity change, negative = inhibition, actives largely listed as inhibitors; actives 0.13% (n = 410,000);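 further: loss of luciferase light is scored as toxicity; potency means the concentration at half of the fitted maximal effect; on the % scale 0 is the no-effect control and ±100 the full control effect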
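MLSMR compounds, 24 hr on cells at 37 deg C/5% CO2; luminescence after luciferase reagent (12 min RT). Inhibition counted as the undesired cytotoxic outcome.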
KB-V1 cytotox = kills drug-selected multidrug resistant KB-V1 cells; KB-V1 MDR cells viability, CellTiter-Glo, 72 h; Potency, µM (titrated, usually from 46.1 µM), for the others: at the highest dose activity change, negative = cytotoxicity, actives largely listed as cytotoxic; AID 1347076; actives 3.4% (n = 400,000); further: potency means the concentration at half of the fitted maximal effect; on the % scale 0 is the no-effect control and ±100 the full control effect; nearly all actives have a fitted effect of over 60% in size
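Cytotoxicity toward P-gp-expressing KB-V1 cells was determined as loss of CellTiter-Glo luminescence after 72 h at 37 degrees C. Compounds were tested in quantitative HTS format across a concentration range, with curves fitted to normalized data.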
TDP43 rescue = rescues yeast growth from TDP-43 toxicity; AID 652104; TDP-43 expressing yeast growth rescue, BacTiter-Glo, 24 h; actives 1.8% (n = 410,000); Potency, µM (series often up to 46.1 µM), for the others: top-dose growth rescue (activation), usual class: activators; further: potency means the concentration at half of the fitted maximal effect; % of control where 0% means no effect; nearly all actives have a fitted effect of over 50% in size
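Yeast cells expressing TDP-43 under galactose induction are exposed to compounds for 24 hr at 30 deg C. BacTiter-Glo luminescence measures growth, so protective compounds score as activators.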
GLP-1R agonist = agonists of human GLP-1 receptor. HEK293 GLP-1R CRE-luciferase, luminescence, 4-6 h; cells express a hypersensitive GLP-1R form. AID 624172. actives 0.007% (n = 380,000). P43220. Potency, µM (highest dose often 45.6 µM), for inactives: at the highest dose activation, most hits filed as activators; further: potency means the concentration at half of the fitted maximal effect; % of control where 0% means no effect
Target sequence (P43220 whole entry, looked up): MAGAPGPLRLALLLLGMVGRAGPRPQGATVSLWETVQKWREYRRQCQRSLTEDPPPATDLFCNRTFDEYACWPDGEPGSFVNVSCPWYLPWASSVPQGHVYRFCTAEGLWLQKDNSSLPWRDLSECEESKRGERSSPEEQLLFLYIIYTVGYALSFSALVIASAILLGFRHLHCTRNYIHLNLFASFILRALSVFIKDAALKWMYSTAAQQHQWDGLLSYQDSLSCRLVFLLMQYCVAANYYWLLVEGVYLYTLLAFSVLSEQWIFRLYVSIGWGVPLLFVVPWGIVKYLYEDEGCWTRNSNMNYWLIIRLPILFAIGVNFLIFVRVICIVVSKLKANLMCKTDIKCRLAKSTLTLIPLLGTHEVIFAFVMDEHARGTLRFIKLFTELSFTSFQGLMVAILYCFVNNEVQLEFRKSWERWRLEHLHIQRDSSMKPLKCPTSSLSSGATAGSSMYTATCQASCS
DRD3 antagonist = antagonists of human D3 dopamine receptor | D3R cells, DiscoveRx beta-arrestin luminescence, antagonist mode; stronger effect = lower value | max response, negative = inhibition, % | actives 2.5% (n = 360,000) | AID 652054; in the data active means max response below about -50%; inconclusive means no clear call, values can overlap the other calls; further: on the % scale 0 is the no-effect control and ±100 the full control effect; mostly tested at two doses, the higher about 12 µM
Target sequence (P35462 whole entry, looked up): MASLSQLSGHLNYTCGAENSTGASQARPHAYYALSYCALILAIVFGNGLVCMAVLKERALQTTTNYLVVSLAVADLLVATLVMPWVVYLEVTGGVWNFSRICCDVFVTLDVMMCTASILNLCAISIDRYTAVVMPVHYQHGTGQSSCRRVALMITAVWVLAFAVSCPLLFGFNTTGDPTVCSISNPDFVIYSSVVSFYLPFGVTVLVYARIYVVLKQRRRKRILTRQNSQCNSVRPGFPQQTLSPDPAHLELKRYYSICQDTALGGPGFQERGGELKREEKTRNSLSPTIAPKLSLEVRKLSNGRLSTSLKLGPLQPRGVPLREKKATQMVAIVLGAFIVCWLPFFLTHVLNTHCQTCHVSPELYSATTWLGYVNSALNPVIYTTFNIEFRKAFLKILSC
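Cells plated overnight at 1500 cells/well, then exposed to library compounds with dopamine controls for 90 minutes at 37 degrees C. DiscoveRx reagent added for 30–60 minutes at room temperature; luminescence read, quantitative HTS format.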
DRD3 agonist = activates the human D3 dopamine receptor; P35462; D3R DiscoveRx beta-arrestin cells, luminescence, 90 min; max activation, %; actives 0.58% (n = 410,000); AID 652048; in the data active means max activation above about 30%; further: 0% is about no effect; mostly tested at two doses, the higher about 12 µM
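Agonist mode: compounds and dopamine controls were applied to plated cells for 90 min at 37 degrees C after an overnight attachment at 1500 cells/well. Luminescent read-out followed 30 - 60 minutes at room temperature with DiscoveRx detection reagent.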
PTHR1 agonist = PTHR1 (human) receptor agonism. HEK293 GP2 PTHR1 cells, GloSensor cAMP luminescence, 1 h. Potency, µM (highest dose often 115 µM), for inactives: top-dose activation, most hits filed as activators. actives 0.075% (n = 410,000). AID 743266; further: potency means the concentration at half of the fitted maximal effect; nearly all actives have a fitted effect of over 55% in size; some results filed as inactive show a strong effect at the top dose; inactives centre near -15; many of its hits are not listed in these tables
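HEK-293-derived GP2 cells expressing PTHR1 and a GloSensor cAMP reporter, 3,000/well, plated overnight, given luciferin plus IBMX (each 0.5 mM as added) for 1 h at 37 °C, then compound for 1 h at 37 °C. Luminescence was read after 15 min at room temperature.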
aSyn yeast inh = rescues yeast growth from alpha-synuclein toxicity; Yeast expressing alpha-synuclein, growth rescue, BacTiter-Glo, 24 h; Potency, µM (highest dose often 46.1 µM), for the others: at the highest dose growth rescue (activation), actives largely listed as activators; actives 0.14% (n = 370,000); AID 652106; further: potency means the concentration at half of the fitted maximal effect; % of control where 0% means no effect; nearly all actives have a fitted effect of over 65% in size
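Readout is rescue of growth in alpha-synuclein-expressing yeast, so inhibitors of toxicity appear as activators. Growth after 24 hr at 30 deg C in galactose medium is quantified by luminescence.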
GLP1R inv ag = GLP-1 receptor (human) inverse agonism. HEK293 GLP-1R CRE-luciferase, luminescence, 24 h; GLP-1R form is constitutively active. Potency, µM (doses to about 38.3 µM), without a hit: at the top dose activity change, negative = inhibition, actives largely listed as inhibitors. actives 1.6% (n = 410,000). AID 624417; further: potency means the concentration at half of the fitted maximal effect; on the % scale 0 is the no-effect control and ±100 the full control effect; nearly all actives have a fitted effect of over 55% in size
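Stable HEK293 clone (constitutively active GLP-1R + cAMP-response luciferase); 200 cells/uL plated, 12 h pre-culture, compound 24 hr, 37 deg C/5% CO2; detection reagent 12 min RT; luminescence.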
* = called active by the depositor; [ ] = another dose, or the depositor's remark. Unless noted, the call rests on the fitted dose curve; in most records, active means well fitted curve in the direction sought with a large enough effect; inconclusive means small, poorly fitted or top-dose-only effect, or another doubt; inactive means no such curve, though single readings can be large; an effect the other way counts as inactive or inconclusive. An excerpt; the hit share may differ from the screen's.

How did COC(=O)c1cc(-c2c[nH]c3ccccc23)n[nH]1 do in these assays?
GLP1R cytotox: 6%; KB-V1 cytotox: -13%; TDP43 rescue: 10%; GLP-1R agonist: 6%; DRD3 antagonist: -16; DRD3 agonist: -10; PTHR1 agonist: -1%; aSyn yeast inh: 2%; GLP1R inv ag: 1%

Results for COc1ccc(NS(=O)(=O)c2cc(NC(=O)C3=NN(c4ccccc4)C(=O)CC3)ccc2OC)cc1 ?
GLP1R cytotox: 5%; KB-V1 cytotox: -2%; TDP43 rescue: 15%; GLP-1R agonist: 13%; DRD3 antagonist: -6; DRD3 agonist: 8; PTHR1 agonist: -24%; aSyn yeast inh: 0%; GLP1R inv ag: 3%

What do the screens show for `C#CC(C)OCC1CNC(=S)O1` (stereo unspecified)?
GLP1R cytotox: -5%; KB-V1 cytotox: 22%; TDP43 rescue: -17%; GLP-1R agonist: -1%; DRD3 antagonist: 0; DRD3 agonist: -1; PTHR1 agonist: -19%; aSyn yeast inh: -9%; GLP1R inv ag: 10%

How did CN(C)CCCNS(=O)(=O)c1ccc(Cl)s1 do in these assays?
GLP1R cytotox: 17%; KB-V1 cytotox: 2%; TDP43 rescue: 5%; GLP-1R agonist: 5%; DRD3 antagonist: 0; DRD3 agonist: -4; PTHR1 agonist: inactive; aSyn yeast inh: 0%; GLP1R inv ag: 0%

What do the screens show for `C#CCOCCOCCOCCNc1nc(N2CCN(C(=O)CCCCCCCCCCNC(=O)[C@@H](CCSC)n3cc(CCO)nn3)CC2)nc(N2CCN(C(=O)CCCCCCCCCCNC(=O)[C@H]([C@@H](C)CC)n3cc(CCCCCN)nn3)CC2)n1`?
GLP1R cytotox: inconclusive; KB-V1 cytotox: inconclusive; TDP43 rescue: 22%; GLP-1R agonist: -14%; DRD3 antagonist: -2; DRD3 agonist: -29; PTHR1 agonist: inactive; aSyn yeast inh: -64%[inhibitor]; GLP1R inv ag: inconclusive

What do the screens show for `CC1(C)CC(=O)C=C(Nc2cccc(C(F)(F)F)c2)C1`?
GLP1R cytotox: 2%; KB-V1 cytotox: 9%; TDP43 rescue: 12%; GLP-1R agonist: 4%; DRD3 antagonist: 10; DRD3 agonist: -12; PTHR1 agonist: inactive; aSyn yeast inh: 1%; GLP1R inv ag: 14%

What do the screens show for `COc1ccc(S(=O)(=O)N2CCCCCC2)cc1C(=O)N(C)CCOc1ccccc1`?
GLP1R cytotox: 10%; KB-V1 cytotox: inconclusive; TDP43 rescue: -10%; GLP-1R agonist: 4%; DRD3 antagonist: 9; DRD3 agonist: 2; PTHR1 agonist: -22%; aSyn yeast inh: -2%; GLP1R inv ag: inconclusive

What do the screens show for `Cc1ccc(/C=C2\SC(=S)N(CCCC(=O)Nc3cccc(C(=O)O)c3)C2=O)cc1`?
GLP1R cytotox: -8%; KB-V1 cytotox: 22%; TDP43 rescue: 10%; GLP-1R agonist: 0%; DRD3 antagonist: -11; DRD3 agonist: -2; PTHR1 agonist: -3%; aSyn yeast inh: -2%; GLP1R inv ag: 10%

Results for O=C(Nc1cc(C(F)(F)F)ccc1N1CCOCC1)c1cnccn1 ?
GLP1R cytotox: 15%; KB-V1 cytotox: -20%; TDP43 rescue: 1%; GLP-1R agonist: -3%; DRD3 antagonist: 2; DRD3 agonist: 3; PTHR1 agonist: 10%; aSyn yeast inh: -2%; GLP1R inv ag: 18%

How did C/C(Cl)=C\Cn1c(Nc2ccc(C)cc2)nc2c1c(=O)n(C)c(=O)n2C do in these assays?
GLP1R cytotox: 24%; KB-V1 cytotox: 0%; TDP43 rescue: -7%; GLP-1R agonist: -2%; DRD3 antagonist: 14; DRD3 agonist: 0; PTHR1 agonist: -21%[57.5 µM]; aSyn yeast inh: -4%; GLP1R inv ag: inconclusive

Results for CCc1ccc(S(=O)(=O)N2CCN(c3ncccn3)CC2)cc1 ?
GLP1R cytotox: -2%; KB-V1 cytotox: -17%; TDP43 rescue: 5%; GLP-1R agonist: -2%; DRD3 antagonist: 9; DRD3 agonist: 1; PTHR1 agonist: -3%; aSyn yeast inh: 2%; GLP1R inv ag: 7%

What do the screens show for `COC(=O)c1ccccc1NC(=O)c1ccc2c(c1)OCCO2`?
GLP1R cytotox: -3%; KB-V1 cytotox: -13%; TDP43 rescue: 29%; GLP-1R agonist: 5%; DRD3 antagonist: 1; DRD3 agonist: 3; PTHR1 agonist: inactive; aSyn yeast inh: -4%; GLP1R inv ag: 3%

What do the screens show for `COc1ccccc1N1CCN(c2cc(N3CCCC3)nc(C)n2)CC1`?
GLP1R cytotox: 13%; KB-V1 cytotox: -15%; TDP43 rescue: -9%; GLP-1R agonist: 31%; DRD3 antagonist: -16; DRD3 agonist: -21; PTHR1 agonist: -31%[inhibitor][57.5 µM]; aSyn yeast inh: 7%; GLP1R inv ag: 26%

Results for CCCCOC(=O)Cn1c(=O)oc2ccc(C)cc21 ?
GLP1R cytotox: 5%; KB-V1 cytotox: -7%; TDP43 rescue: 40%; GLP-1R agonist: -3%; DRD3 antagonist: -22; DRD3 agonist: 0; PTHR1 agonist: -4%; aSyn yeast inh: -3%; GLP1R inv ag: 3%

Results for COCCn1nnnc1CN1CCC(Cc2ccccc2)CC1 ?
GLP1R cytotox: 0%; KB-V1 cytotox: -7%; TDP43 rescue: 2%; GLP-1R agonist: 2%; DRD3 antagonist: -3; DRD3 agonist: -6; PTHR1 agonist: inactive; aSyn yeast inh: -2%; GLP1R inv ag: -3%

What do the screens show for `Clc1cccc(Nc2nc(-c3cccnc3)cs2)c1`?
GLP1R cytotox: -4%; KB-V1 cytotox: 0%; TDP43 rescue: inconclusive; GLP-1R agonist: inconclusive; DRD3 antagonist: 5; DRD3 agonist: 8; PTHR1 agonist: -28%; aSyn yeast inh: 0%; GLP1R inv ag: inconclusive

Results for O=C(c1ccc2[nH]c3c(c2c1)CCCC3)N1CCN(c2ccc(F)cc2)CC1 ?
GLP1R cytotox: -1%[1.53 µM]; KB-V1 cytotox: inconclusive; TDP43 rescue: inconclusive; GLP-1R agonist: -5%; DRD3 antagonist: -24; DRD3 agonist: -11; PTHR1 agonist: inactive; aSyn yeast inh: 28%; GLP1R inv ag: inconclusive

Results for COC(=O)c1ccccc1NC(=O)c1ccc2c(c1)CCN2S(=O)(=O)c1ccc(Cl)cc1 ?
GLP1R cytotox: 4%; KB-V1 cytotox: inconclusive; TDP43 rescue: 15%; DRD3 agonist: 3; PTHR1 agonist: inactive; GLP1R inv ag: 14%

What do the screens show for `CCCc1nc2oc3c(NCC4CCCO4)ncnc3c2c2c1COC(C)(C)C2` (stereo unspecified)?
GLP1R cytotox: 4%; KB-V1 cytotox: inconclusive; TDP43 rescue: 18%; GLP-1R agonist: 1%; DRD3 antagonist: -6; DRD3 agonist: -1; PTHR1 agonist: inactive; aSyn yeast inh: -10%; GLP1R inv ag: 96%[activator]

What do the screens show for `CCCCn1c(NC(=O)C2CCCCC2)nc2ccccc21`?
GLP1R cytotox: -22%; KB-V1 cytotox: inconclusive; TDP43 rescue: 8%; GLP-1R agonist: -8%; DRD3 antagonist: 20; DRD3 agonist: 5; PTHR1 agonist: -17%; aSyn yeast inh: inconclusive; GLP1R inv ag: inconclusive

How did Cc1nc2c(OCc3ccc(OC(F)F)cc3)cccn2c1N(C)C(=O)CCC1CCCC1 do in these assays?
GLP1R cytotox: -3%; KB-V1 cytotox: inconclusive; TDP43 rescue: inconclusive; GLP-1R agonist: -1%; DRD3 antagonist: 31; DRD3 agonist: 3; PTHR1 agonist: -49%[inhibitor]; aSyn yeast inh: -1%; GLP1R inv ag: inconclusive

What do the screens show for `O=Cc1cn(CCC(=O)O)nc1-c1cccc2ccccc12`?
GLP1R cytotox: 0%; KB-V1 cytotox: -1%; TDP43 rescue: -1%; GLP-1R agonist: 5%; DRD3 antagonist: -1; DRD3 agonist: -5; PTHR1 agonist: inactive; aSyn yeast inh: 3%; GLP1R inv ag: -1%

What do the screens show for `Cc1ccc(S(=O)(=O)n2nnc3ccccc32)c(C)c1C`?
GLP1R cytotox: -1%; KB-V1 cytotox: 5%; TDP43 rescue: 0%; GLP-1R agonist: 2%; DRD3 antagonist: 4; DRD3 agonist: -13; PTHR1 agonist: inactive; aSyn yeast inh: -2%; GLP1R inv ag: -4%

Results for O=C(NCc1ccco1)c1cc(S(=O)(=O)N2CCOCC2)c(Cl)cc1Cl ?
GLP1R cytotox: 21%; KB-V1 cytotox: 0%; TDP43 rescue: -2%; GLP-1R agonist: -6%; DRD3 antagonist: 0; DRD3 agonist: -7; PTHR1 agonist: -12%; aSyn yeast inh: 2%; GLP1R inv ag: 0%

Results for COc1ccc(CNc2nn3c(-c4cccc(C(=O)N(C)C)c4)cnc3s2)cc1 ?
GLP1R cytotox: -4%; KB-V1 cytotox: -18%; TDP43 rescue: 11%; GLP-1R agonist: 5%; DRD3 antagonist: 21; DRD3 agonist: 11; PTHR1 agonist: -12%; aSyn yeast inh: -16%; GLP1R inv ag: -21%

What do the screens show for `COc1cc(-c2coc3c(C(=O)NCc4cccc(Cl)c4)cccc23)ccc1O`?
GLP1R cytotox: -24%; KB-V1 cytotox: inconclusive; TDP43 rescue: inconclusive; GLP-1R agonist: -3%; DRD3 antagonist: 0; DRD3 agonist: 16; PTHR1 agonist: -51%[inhibitor]; aSyn yeast inh: inconclusive; GLP1R inv ag: inconclusive

What do the screens show for `O=C(NC(=S)Nn1cnc2c(cnn2-c2ccccc2)c1=O)c1ccc(Cl)cc1`?
GLP1R cytotox: 15%; KB-V1 cytotox: 0%; TDP43 rescue: -20%; GLP-1R agonist: 1%; DRD3 antagonist: -4; DRD3 agonist: 6; PTHR1 agonist: -27%; aSyn yeast inh: -2%; GLP1R inv ag: 2%
